High-throughput results (PubChem BioAssay)
SKKanGAS inh = SKKanGAS growth inhibition; AID 1662; actives 1.3% (n = 300,000); S. pyogenes SKKanGAS, kanamycin growth, BacTiter-Glo, 6 h; inhibition, % at 7.5 µM;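 active means mean replicate score, as percent of positive control median, at least 50; inconclusive means mean below 50 but one replicate at or above 50; inactive means mean and every replicate below 50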;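 further: strain carries kanamycin resistance gene driven by streptokinase promoter and grows in 40 µg/ml kanamycin; loss of luminescence reflects streptokinase promoter inhibition or plain growth inhibition; 0% = median of DMSO wells and 100% = positive control at its reference dose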
HIF activator = HIF pathway transcriptional activation | U2OS HRE-luciferase reporter, luminescence; normalized: DMSO 0%, desferrioxamine 100% | activation, % at 7.5 µM (by protocol) | actives 0.32% (n = 300,000);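 active means mean activation of at least 10% of the iron chelator positive control signal, with at least half of replicates also reaching 10%; inconclusive means mean and replicate majority disagree about reaching 10%; inactive means mean and most replicates under 10%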
AI-2 QS modul = modulates the Vibrio harveyi AI-2 quorum sensing system. Vibrio harveyi JMH597 AI-2 luminescence/OD600 ratio, 9 h; hits give low values; strain lacks LuxN and CqsS sensors; 0 = neutral-control median. activity change, % at 7.5 µM. actives 0.4% (n = 300,000). AID 2094; in the data active means activity change below about -75%, passing the limit was not always enough; inconclusive means no clear call, values can overlap the other calls;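 further: luminescence divided by OD600 gain over 9 h not by final OD600 alone; inactives centre near 13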
HSF1 activator = increases HSF-1 driven luciferase reporter signal; AID 504408; NIH3T3-HGL HSF-1 luciferase reporter, MG132, 8 h; 100% = twice DMSO control signal; actives 1.7% (n = 300,000); activation, % at 9 µM;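 active means mean replicate activation of at least 50% with a set share of replicates each reaching 50%; inconclusive means only one of those two conditions met; inactive means mean below 50% and too few replicates reaching it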;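 further: 0% = median of the neutral control wells and 100% = twice that signal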
HSF1 inhib = HSF1 inhibition. NIH3T3-HGL HSE-luciferase, MG132-induced, luminescence 8 h; hits give low values. activity change, negative = inhibition, % at 7.5 µM (by protocol). actives 0.77% (n = 300,000). AID 2098;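 active means more than half of replicate wells show activity change below -50%, luminescence cut by over half; inconclusive means some wells, but at most half, below -50%; inactive means no replicate well below -50%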;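 further: luciferase reports HSF-1 transcriptional activity via heat shock element; 0% = median of DMSO wells and -100% = zero luminescence signal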
KLF5 inh = kruppel-like factor 5 inhibition; DLD-1 KLF5 promoter-luciferase reporter, luminescence; inhibition, % at 5 µM; actives 0.23% (n = 290,000);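 active means inhibition above a per-plate limit of that plate's mean compound inhibition plus 3 SD, cut at about 60% in these data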;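 further: 0% = DMSO wells and 100% = LY294002 at 200 µM; higher means less KLF5 promoter-driven luciferase light; inactives centre near -14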
aSyn 5UTR inh = 5' untranslated region of α-synuclein, MLPCN primary screen; alpha-synuclein 5'UTR reporter, inhibitor activity; inhibition, % (tested at 7.5 µM); actives 0.82% (n = 300,000); AID 1813; in the data active means inhibition above about 60%; inconclusive means no clear call, values can overlap the other calls;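 further: H4 neuroglioblastoma cells stably carrying SNCA 5'UTR luciferase fusion; 0% = DMSO wells and 100% = positive control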
IEC-6 tox = counter-screen for KLF5 inhibitors: cytotoxicity in IEC-6 cells; IEC-6 cytotoxicity, luminescence viability; inhibition, % at 5 µM; actives 0.78% (n = 290,000); in the data active means inhibition above about 22%;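 further: 0% = plate median of test compound wells and 100% = cytotoxic reference compound wells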
Platelet DG rel = platelet dense granule release activity; human platelet-rich plasma, SFLLRN dense granule ATP release, luminescence; inhibition, %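 (compounds screened at 7.5 µM in platelet-rich plasma)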; actives 0.22% (n = 300,000);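 active means mean replicate score, as percent of positive control, at or above 50; inconclusive means mean below 50 but at least one replicate at or above 50; inactive means mean and every replicate below 50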
HSP90 refold inh = inhibitors of HSP90 luciferase refolding in rabbit reticulocyte lysate; luciferase refolding luminescence, 3 h; inhibition, % at 5.6 µM; actives 0.91% (n = 290,000);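 active means inhibition above the screen-wide mean plus 3 SD, computed separately per campaign, cut at about 16% in these data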;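 further: 0% = DMSO wells and 100% = 60 µM geldanamycin wells; inhibitors lower the luminescence because luciferase stays unfolded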
Numbers without * were called inactive; ? = inconclusive; nt = not tested or not shown.

#1 O=c1[nH][nH]c(-c2ccccc2O)c1C(C[N+](=O)[O-])c1ccc(Cl)cc1Cl (stereo unspecified)
#2 CCN(CC)CCC#CC1(O)c2ccccc2-c2ccccc21
#3 O=[N+]([O-])c1ccc(Cl)c(/C=N/N2CCN(Cc3ccc(Cl)cc3)CC2)c1
#4 O=C(c1ccccc1F)N(Cc1cccs1)C1CCS(=O)(=O)C1 (stereo unspecified)
#5 CCOC(=O)N1CCC(Nc2c(N3CCN(c4cc(Cl)ccc4C)CC3)c(=O)c2=O)CC1
#6 COc1ccc(/C=C/C(=O)NC(=S)Nc2ccc(S(=O)(=O)N=C(N)N)cc2)cc1OC

| screen / no. | 1 | 2 | 3 | 4 | 5 | 6 |
| --- | --- | --- | --- | --- | --- | --- |
| SKKanGAS inh | 27 | 0 | 1 | 7 | 3 | -5 |
| HIF activator | 0.4 | 0.0 | 0.1 | 0.2 | 0.1 | -0.1 |
| AI-2 QS modul | 32 | 13 | -2 | 21 | 34 | 14 |
| HSF1 activator | 4 | 12 | 24 | -5 | 4 | -3 |
| HSF1 inhib | -3 | 0 | 8 | -7 | 3 | -11 |
| KLF5 inh | -57 | -33 | 2 | -14 | -5 | -10 |
| aSyn 5UTR inh | -83 | 0 | 9 | 10 | 3 | -12 |
| IEC-6 tox | -10 | 0 | 2 | 0 | -5 | 2 |
| Platelet DG rel | -12 | -4 | 1 | 0 | 16 | -2 |
| HSP90 refold inh | -6 | 0 | 6 | 4 | -2 | 14 |

#7 O=C(NCc1ccccc1)C1CCN(c2nc(-c3ccccc3)nc3c2CCC3)CC1
#8 O=C(/C=N/O)Nc1ccc(F)cc1
#9 CCOc1ccc(/C=N/Nc2nc(C)cs2)c(O)c1
#10 Nc1c(C(=O)N2CCOCC2)sc2nc3c(cc12)CCCC3
#11 CC(C)C[C@H](NC(=O)CCCn1nnc2ccccc2c1=O)C(=O)O
#12 O=C(C1CC1)N1CCC(C(O)(c2ccccc2)c2ccccc2)CC1

| screen / no. | 7 | 8 | 9 | 10 | 11 | 12 |
| --- | --- | --- | --- | --- | --- | --- |
| SKKanGAS inh | 3 | -2 | 11 | 4 | -2 | 3 |
| HIF activator | -0.2 | -0.2 | -24 | -3.4 | -0.5 | 0.1 |
| AI-2 QS modul | 23 | 11 | 23 | 18 | 18 | 15 |
| HSF1 activator | -11 | -13 | -21 | -12 | -19 | -1 |
| HSF1 inhib | 3 | -3 | -12 | -10 | 0 | -1 |
| KLF5 inh | -15 | -23 | -165 | -11 | 5 | -28 |
| aSyn 5UTR inh | 6 | 2 | -260 | 76* | 15 | -8 |
| IEC-6 tox | -1 | 1 | -12 | 3 | -1 | 3 |
| Platelet DG rel | 3 | -1 | -2 | -3 | 0 | 3 |
| HSP90 refold inh | 3 | 1 | 4 | 3 | 1 | 4 |

Shown field by field: entries from further up
9	CCOc1ccc(/C=N/Nc2nc(C)cs2)c(O)c1
  SKKanGAS inh = 11
  HIF activator = -24
  AI-2 QS modul = 23
  HSF1 activator = -21
  HSF1 inhib = -12
  KLF5 inh = -165
  aSyn 5UTR inh = -260
  IEC-6 tox = -12
  Platelet DG rel = -2
  HSP90 refold inh = 4
10	Nc1c(C(=O)N2CCOCC2)sc2nc3c(cc12)CCCC3
  SKKanGAS inh = 4
  HIF activator = -3.4
  AI-2 QS modul = 18
  HSF1 activator = -12
  HSF1 inhib = -10
  KLF5 inh = -11
  aSyn 5UTR inh = 76*
  IEC-6 tox = 3
  Platelet DG rel = -3
  HSP90 refold inh = 3

More compounds:
#13 O=c1c2ccc(Cl)cc2[nH]c(=S)n1CCCN1CCOCC1
#14 COc1ccccc1N1CCN(C(=O)c2ccc(Cn3c(=S)[nH]c4cc5c(cc4c3=O)OCO5)cc2)CC1
#15 O=C(Cn1cnc2c(nnn2-c2ccc(F)cc2)c1=O)N1CCCC1
#16 COc1cc(/C=N/Nc2ccc(F)cc2F)cc(OC)c1O
#17 O=C(CNCc1ccccc1)Nc1ccc(F)cc1
#18 CCCCCCOC1(c2ccccc2)OC(=O)c2ccccc21 (stereo unspecified)

| screen / no. | 13 | 14 | 15 | 16 | 17 | 18 |
| --- | --- | --- | --- | --- | --- | --- |
| SKKanGAS inh | -2 | 25 | 5 | 8 | -3 | 2 |
| HIF activator | -0.1 | -0.5 | 0.4 | -0.2 | 0.3 | 0.1 |
| AI-2 QS modul | 20 | nt | 44 | 4 | 18 | 14 |
| HSF1 activator | 0 | 10 | -3 | ? | 5 | 22 |
| HSF1 inhib | 2 | 7 | -6 | 24 | 3 | 8 |
| KLF5 inh | -4 | -10 | 11 | -10 | -26 | -5 |
| aSyn 5UTR inh | 3 | 9 | 20 | -63 | -45 | -26 |
| IEC-6 tox | 3 | -2 | -1 | 5 | -1 | -3 |
| Platelet DG rel | -2 | 0 | 10 | 13 | -21 | -4 |
| HSP90 refold inh | 1 | -4 | 3 | -4 | 9 | -3 |

#19 O=S(=O)(Nc1ccc(S(=O)(=O)N2CCCCC2)cc1)c1cccs1
#20 CC(Nc1ncnc2nc[nH]c12)c1ccccc1 (stereo unspecified)
#21 CN(C1=C(NC(=O)c2ccccc2)C(=O)c2ccccc2C1=O)C1CCS(=O)(=O)C1 (stereo unspecified)
#22 CCc1ccccc1N1C(=O)CC(N2CCc3ccccc32)C1=O (stereo unspecified)
#23 CCCCn1c(N)c(N(CC(C)C)C(=O)C2=NN(c3cc(C)ccc3C)C(=O)CC2)c(=O)[nH]c1=O
#24 OCC1OC(n2cnc3c(NCCc4ccccc4)ncnc32)C(O)C1O (stereo unspecified)
#25 Cc1nc(S(=O)(=O)c2ccc(Cl)cc2Cl)nc2c1CCC2
#26 CCCCC1CCCOC(C(=O)NCCNCCO)(C(F)(F)F)C1 (stereo unspecified)

| screen / no. | 19 | 20 | 21 | 22 | 23 | 24 | 25 | 26 |
| --- | --- | --- | --- | --- | --- | --- | --- | --- |
| SKKanGAS inh | -6 | -4 | 35 | 2 | 3 | -4 | 2 | -2 |
| HIF activator | 0.2 | -0.2 | 1.2 | 0.0 | -32 | 0.8 | -0.2 | 1.9 |
| AI-2 QS modul | 4 | 5 | 46 | 31 | 20 | 23 | 12 | 5 |
| HSF1 activator | -6 | 9 | 66* | 12 | 25 | 10 | -3 | 1 |
| HSF1 inhib | -6 | -5 | 26 | 5 | 4 | 3 | -5 | -1 |
| KLF5 inh | -20 | -14 | -127 | -17 | nt | nt | 12 | nt |
| aSyn 5UTR inh | 9 | -4 | -59 | 8 | 11 | -59 | -12 | -12 |
| IEC-6 tox | -3 | 3 | 5 | 2 | nt | nt | -2 | nt |
| Platelet DG rel | 0 | 15 | -7 | -1 | -9 | 70* | -2 | 7 |
| HSP90 refold inh | 1 | 4 | -2 | 0 | nt | nt | -1 | nt |

Sorted by the number under Platelet DG rel (falling): 5 from the list above.
nr	mol	AI-2 QS modul	HSF1 activator	HSF1 inhib	KLF5 inh	aSyn 5UTR inh	Platelet DG rel	HSP90 refold inh
26	CCCCC1CCCOC(C(=O)NCCNCCO)(C(F)(F)F)C1 (stereo unspecified)	5	1	-1	nt	-12	7	nt
19	O=S(=O)(Nc1ccc(S(=O)(=O)N2CCCCC2)cc1)c1cccs1	4	-6	-6	-20	9	0	1
22	CCc1ccccc1N1C(=O)CC(N2CCc3ccccc32)C1=O (stereo unspecified)	31	12	5	-17	8	-1	0
21	CN(C1=C(NC(=O)c2ccccc2)C(=O)c2ccccc2C1=O)C1CCS(=O)(=O)C1 (stereo unspecified)	46	66*	26	-127	-59	-7	-2
23	CCCCn1c(N)c(N(CC(C)C)C(=O)C2=NN(c3cc(C)ccc3C)C(=O)CC2)c(=O)[nH]c1=O	20	25	4	nt	11	-9	nt
